High-throughput results (PubChem)
CIT2-GFP yeast = alters CIT2-GFP fluorescence in TOR pathway yeast screen | actives 0.065% (n = 320,000) | GFP response vs DMSO, % at 10 µM | S. cerevisiae CIT2-GFP strain, flow cytometry, 3 h; 100 means same as DMSO wells;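 active means GFP response relative to DMSO above a set limit, near the screen mean plus 3 SD, cut at about 150% in these data; inconclusive means Fewer than 70 cells measured for a yeast strain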;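 further: ratio of well median GFP fluorescence to mean of DMSO wells on the plate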
AGP1-GFP MLPCN = modulators of TOR pathway AGP1-GFP in S. cerevisiae; S. cerevisiae AGP1-GFP multiplex flow cytometry, 3 h; GFP as percent of DMSO wells; GFP response vs DMSO, % at 10 µM; AID 2066; actives 0.02% (n = 320,000);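 active means GFP response relative to DMSO above a set limit, near screen average plus 3 SD, cut at about 150% in these data; inconclusive means fewer than 70 cells counted for the yeast strain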;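 further: median GFP channel fluorescence of the gated AGP1 strain per well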
CR mimetic SO = caloric restriction mimetics inhibiting age-related superoxide in yeast. superoxide response (% of plate mean), % at 10 µM. S. cerevisiae aged cells, superoxide DHE fluorescence; stronger effect = lower value. actives 0.18% (n = 330,000). AID 2690;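 active means superoxide response under a set limit, about three screen SD below normal, cut at about 65% in these data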;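 further: yeast aged for seven days with compound at 30 °C before DHE staining; 100% = average MFI of all compound-treated wells on the plate with controls excluded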
AHR act = human AHR activation | actives 2.5% (n = 320,000) | P35869 | AHR-responsive luciferase reporter cells, luminescence | activation, % at 5 µM; in the data active means activation above about 47%;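 further: 0% = vehicle wells and 100% = reference agonist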
Target sequence (P35869 whole entry, looked up): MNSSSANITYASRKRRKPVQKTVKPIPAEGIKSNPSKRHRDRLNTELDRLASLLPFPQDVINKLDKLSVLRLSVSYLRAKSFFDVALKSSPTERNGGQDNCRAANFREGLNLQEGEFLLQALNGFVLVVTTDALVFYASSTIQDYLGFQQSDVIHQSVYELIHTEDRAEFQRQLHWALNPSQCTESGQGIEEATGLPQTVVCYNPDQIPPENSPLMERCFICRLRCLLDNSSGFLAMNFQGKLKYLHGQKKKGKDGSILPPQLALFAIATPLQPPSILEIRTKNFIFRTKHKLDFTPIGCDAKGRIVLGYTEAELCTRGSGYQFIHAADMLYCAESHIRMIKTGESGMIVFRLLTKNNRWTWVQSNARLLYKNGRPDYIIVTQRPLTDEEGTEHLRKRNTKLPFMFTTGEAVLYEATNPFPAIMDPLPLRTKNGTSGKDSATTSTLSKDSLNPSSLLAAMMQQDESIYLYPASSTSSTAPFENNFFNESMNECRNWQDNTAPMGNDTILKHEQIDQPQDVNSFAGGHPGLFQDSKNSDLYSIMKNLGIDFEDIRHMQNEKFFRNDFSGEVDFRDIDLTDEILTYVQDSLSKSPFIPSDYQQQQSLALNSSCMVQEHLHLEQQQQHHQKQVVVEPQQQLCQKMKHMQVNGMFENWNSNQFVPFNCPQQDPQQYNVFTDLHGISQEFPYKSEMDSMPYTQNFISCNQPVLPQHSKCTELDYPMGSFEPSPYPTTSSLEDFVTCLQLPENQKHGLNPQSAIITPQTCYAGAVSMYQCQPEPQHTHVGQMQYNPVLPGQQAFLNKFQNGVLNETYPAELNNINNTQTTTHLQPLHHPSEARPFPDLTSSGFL
LAP4 TOR yeast = modulators of TOR pathway LAP4-GFP in S. cerevisiae. GFP response vs DMSO, % at 10 µM. actives 0.34% (n = 320,000). S. cerevisiae LAP4-GFP multiplex, flow cytometry GFP, 3 h; median GFP as percent of DMSO wells;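 active means GFP response vs DMSO above a set limit, about the screen mean plus 3 SD, cut at about 150% in these data; inconclusive means under 70 cell events counted for the yeast strain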
Efflux pump mplx = antifungal efflux pump inhibition, Nile Red retention; S. cerevisiae Candida pump triplex; inhibition, % at 10 µM; actives 0.44% (n = 330,000); AID 485275;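 active means plate passing quality check with inhibition over a set limit, or well fluorescence over plate mean plus 4 SD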;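 further: Nile Red retained in pooled yeast measured as flow cytometry median fluorescence; 0% = buffer negative control and 100% = Enniatin B positive control; higher means more Nile Red kept so more efflux inhibition; some compounds called inactive have numbers as strong as hits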
MEP2-GFP yeast = yeast TOR pathway MEP2-GFP modulation | S. cerevisiae MEP2-GFP strain, flow cytometry GFP, 3 h; 100% = DMSO control level | GFP response vs DMSO, % at 10 µM | actives 0.51% (n = 330,000) | AID 2016;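 active means GFP response versus DMSO above a set limit, roughly screen mean plus 3 SD, cut at about 180% in these data; inconclusive means fewer than 70 cells counted for a yeast strain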;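 further: median GFP fluorescence of the barcode-gated MEP2-GFP cells per well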
RPL19A-GFP yeast = modulators of TOR pathway RPL19A-GFP in S. cerevisiae | percent response vs DMSO, % at 10 µM | actives 0.3% (n = 330,000) | AID 2025 | S. cerevisiae RPL19A-GFP strain, flow cytometry, 3 h; stronger effect = lower value;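 active means percent response vs DMSO below 50%; inconclusive means fewer than 70 events counted for the yeast strain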;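 further: median channel GFP fluorescence of the barcoded RPL19A-GFP strain; ratio of sample median GFP to plate DMSO average so 100% = DMSO; lower means less RPL19A-GFP as with rapamycin TOR inhibition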
Active calls of the source: *; ? = inconclusive; . = not tested or not shown; [ ] = dose if it differs, or a comment.

SMILES | CIT2-GFP yeast | AGP1-GFP MLPCN | CR mimetic SO | AHR act | LAP4 TOR yeast | Efflux pump mplx | MEP2-GFP yeast | RPL19A-GFP yeast
CN(C)c1nc2c(c(N)nn2-c2ccc(Cl)cc2)c(=O)o1 | 90 | 87 | 115 | 3 | 99 | 0.2 | 91 | 92
CSc1nnc(CNS(=O)(=O)c2ccc(Cl)cc2)n1C | 104 | 98 | 104 | -1 | 90 | -0.1 | 104 | 102
C=CCOc1ccccc1CN(CCc1ccccc1)C(=O)c1cccc(S(C)(=O)=O)c1 | 107 | 100 | 93 | 2 | 98 | -0.1 | 105 | 103
COc1cccc(C(=O)Cn2c(NCCCO)nc3ccccc32)c1 | 106 | 99 | 94 | 4 | 87 | 0.0 | 98 | 100
CCOC(=O)NC(=S)Nc1ccc(OC)cc1 | 94 | 89 | 91 | 6 | 95 | 0.0 | 97 | 88
CCOc1ccc2nc(N3CCC(C(=O)NCCCN4CCOCC4)CC3)sc2c1 | 92 | 95 | 96 | 3 | 101 | -0.1 | 97 | 96
Cc1cc2c(C)nc(N/N=C/c3ccccc3)nc2o1 | 92 | 103 | 98 | 32 | 109 | -0.1 | 117 | 108
Cc1cc(C)c(NC(=O)/C(=C/c2ccco2)c2ccccc2)c(C)c1 | 100 | 95 | 97 | 4 | 102 | -0.1 | 99 | 94
CCOc1ccc(S(=O)(=O)N(CC)CC)cc1NS(=O)(=O)c1ccc(F)c(F)c1F | 99 | 98 | 109 | -2 | 94 | 0.3 | 104 | 104
COc1ccc(-c2nc(CS(=O)(=O)CC(=O)NC3CCCCCC3)c(C)o2)cc1 | 100 | 102 | 117 | 0 | 101 | 0.1 | 108 | 103
O=C(Nc1ccc(N2CCN(C(=O)C3CC3)CC2)cc1)c1cccs1 | 106 | 104 | 90 | 1 | 95 | 0.0 | 104 | 111
COc1ccc(NS(=O)(=O)c2cc(NC(=O)C3CCCCC3)ccc2N2CCOCC2)cc1 | 89 | 99 | 113 | 4 | 89 | 0.3 | 100 | 96
CC(=O)Nc1cccc(NC(=O)c2ccc([N+](=O)[O-])cc2Cl)c1 | 105 | 104 | 95 | 8 | 95 | -0.2 | 103 | 107
Cc1nn(CC(=O)Nc2ccc3c(c2)nc2n3CCN(C3CCCCC3)C2)c(=O)c2ccccc12 | 100 | 106 | 107 | 0 | 93 | 0.1 | 110 | 103
O=C(O)Cc1ccc(C(=O)c2ccc(Cl)cc2)s1 | 93 | 99 | 110 | -4 | 113 | 0.1 | 102 | 99
OC(CN1CCCCC1)CN(c1ccccc1)c1ccccc1 (stereo not drawn) | 99 | 104 | 94 | 4 | 99 | 0.0 | 101 | 100
C=CCn1c(NCc2ccc(N(C)C)cc2)nc2ccccc21 | 93 | 101 | 107 | 34 | 94 | 0.1 | 97 | 101
COc1ccc(NC(=O)Nc2ccc(F)cc2)cn1 | 98 | 100 | 96 | 3 | 97 | -0.3 | 104 | 102
Cc1ccc(C2=NOC(=O)/C2=C\c2ccccc2)cc1 | 101 | 96 | 91 | 0 | 142 | -0.2 | 93 | 96
CCOC(=O)c1cccc(NC(=O)/C=C/c2cccc([N+](=O)[O-])c2)c1 | 99 | 100 | 113 | 0 | 100 | 0.0 | 99 | 100
CSc1nc(-c2ccccc2)c(C#N)c(=O)[nH]1 | 82 | 107 | 89 | 0 | 94 | -0.1 | 96 | 97
O=C(Nc1nc2ccccc2s1)C1CC(=O)N(c2ccc(Br)cc2)C1 (stereo not drawn) | 97 | 98 | 96 | 2 | 105 | -0.1 | 94 | 94
Cc1nc(-c2ccccn2)sc1C(=O)Nc1ccc(F)cc1F | 105 | 97 | 88 | 95* | 92 | 0.0 | 104 | 98
CCN(CC)c1ccc(C(=O)OCC(=O)Nc2sccc2C#N)cc1 | 93 | 89 | 83 | 10 | 83 | -0.6 | 95 | 98
COc1ccccc1NC(=O)N(Cc1ccco1)Cc1cc2ccc(C)c(C)c2[nH]c1=O | 93 | 104 | 107 | 27 | 99 | 0.1 | 102 | 101
O=C(CCl)Nc1cc2[nH]c(=O)[nH]c2cc1Br | 102 | 54 | 89 | 1 | 101 | 0.0 | 105 | 108
O=C(CCC1CCCC1)N[C@@H](Cc1ccc(O)cc1)C(=O)O | 88 | 77 | 106 | -2 | 122 | -0.2 | 81 | 86
N#Cc1ccc(-n2nccc2-c2cnc3n(c2=O)CCS3)cc1 | 89 | 89 | 92 | 2 | 86 | 0.0 | 92 | 92
COc1cccc(NC(=O)CN(C)C(=O)CCNS(=O)(=O)c2ccc(C)cc2)c1 | 102 | 88 | 100 | 2 | 102 | 0.1 | 94 | 101
CCOC(=O)C(=O)C1=C(N2CCOCC2)/C(=C\c2cccc([N+](=O)[O-])c2)CC1 | 115 | 93 | 100 | 4 | 103 | 0.4 | 110 | 104
CCOC(=O)c1c(-c2ccc(C)cc2)csc1/N=C(\C)C1=C(O)c2ccccc2C1=O | 94 | 101 | 89 | 5 | 109 | 0.1 | 96 | 96
CC(C)(C)NC(=O)Cn1nnc(-c2ccccc2NC(=O)c2cnccn2)n1 | 95 | 105 | 98 | 2 | 97 | 0.0 | 100 | 101
O=C(Nc1ccc(F)cc1F)C1CCCN1S(=O)(=O)c1ccc(-c2ccc(=O)[nH]n2)s1 (stereo not drawn) | ? | ? | 109 | 7 | 48[may fluoresce violet] | -0.1 | 253*[may fluoresce violet] | 42*[may fluoresce violet]
O=c1ccc2cc(O)c(O)cc2o1 | 95 | 87 | 97 | 0 | 98 | -0.1 | 105 | 100
COc1ccc(S(=O)(=O)N2CCCCCC2)cc1C(=O)NCCc1ccccc1 | 100 | 98 | 94 | 4 | 101 | -0.1 | 100 | 99
CC(NC(=O)OCc1ccccc1)C(=O)NCC(=O)NC(Cc1ccc(OC(C)(C)C)cc1)C(=O)OC(C)(C)C (stereo not drawn) | 99 | 100 | 93 | 1 | 92 | 0.5 | 100 | 99
O=C(Nc1nnc(SCc2c(Cl)cccc2Cl)s1)C1CCCO1 (stereo not drawn) | 95 | 87 | 78 | -4 | 113 | 0.1 | 97 | 91
O=C(CC1C(=O)NCCN1CC(c1ccccc1)c1ccccc1)NCC1CCOCC1 (stereo not drawn) | 93 | 92 | 102 | -2 | 90 | -4.5 | 95 | 94
CCOc1ccc(Cl)cc1CNCCCSc1ncccn1 | 95 | 103 | 98 | 1 | 107 | 0.1 | 102 | 103
CCN(CC)C(=O)Cn1cc(C(=O)C(=O)NCc2cccs2)c2ccccc21 | 99 | 87 | 92 | 0 | 91 | 0.0 | 99 | 98
CC1CCCN(C(=O)C2CCN(S(=O)(=O)c3ccccc3)CC2)C1 (stereo not drawn) | 106 | 108 | 84 | -1 | 108 | 0.0 | 108 | 100
CCCC(O)(CCC)C(=O)NN1CCCCC1 | 92 | 108 | 105 | 0 | 104 | 0.1 | 101 | 101
O=C1NCCCC2c3cc(O)c4ccccc4c3OC12N1CCCCC1 (stereo not drawn) | 96 | 102 | 226 | 15 | 101 | -0.1 | 100 | 101
CN(C)CCNC(C(=O)Nc1cc(Cl)cc(Cl)c1)c1ccccc1 (stereo not drawn) | 112 | 99 | 110 | 4 | 102 | 0.0 | 101 | 111
COc1ccc(OC)c(-c2cc(C(=O)Nc3c(C)nn(Cc4ccccc4C)c3C)no2)c1 | 118 | . | 90 | -10 | 119 | 0.0 | 113 | 115
CCOC(=O)Cc1csc(NC(=O)CSc2nc(=O)[nH]c3c2CCCC3)n1 | 97 | 102 | 101 | 0 | 103 | 0.0 | 94 | 95
Cc1nc(-c2ccc(F)cc2)c(CC(=O)N2CCN(S(=O)(=O)c3cccc(F)c3)CC2)s1 | 109 | 106 | 85 | 1 | 101 | -0.1 | 97 | 97
CC(C)[C@H](NC(=O)N1CCn2c1nc1ccccc12)C(=O)NC1CC1 | 92 | 101 | 94 | 4 | 101 | -0.1 | 97 | 94

Record cards (already shown). Values in the order: CIT2-GFP yeast	AGP1-GFP MLPCN	CR mimetic SO	AHR act	LAP4 TOR yeast	Efflux pump mplx	MEP2-GFP yeast	RPL19A-GFP yeast
Listed for CN(C)CCNC(C(=O)Nc1cc(Cl)cc(Cl)c1)c1ccccc1 (stereo not drawn) = 112	99	110	4	102	0.0	101	111
Listed for CC(C)[C@H](NC(=O)N1CCn2c1nc1ccccc12)C(=O)NC1CC1 = 92	101	94	4	101	-0.1	97	94
Listed for CCOc1ccc(Cl)cc1CNCCCSc1ncccn1 = 95	103	98	1	107	0.1	102	103

Additional entries follow.
SMILES | CIT2-GFP yeast | AGP1-GFP MLPCN | CR mimetic SO | AHR act | LAP4 TOR yeast | Efflux pump mplx | MEP2-GFP yeast | RPL19A-GFP yeast
COc1cc(C2C(C#N)=C(N)Oc3c2c(-c2ccccc2)nn3-c2ccccc2)cc(OC)c1OC (stereo not drawn) | 83 | 90 | 110 | 5 | 93 | 0.0 | 101 | 100
CCOC(=O)N1CCN(C(=O)c2ccc3c(c2)NC(=O)C(N2CCOCC2)S3)CC1 (stereo not drawn) | 103 | 104 | 104 | -3 | 98 | 0.1 | 104 | 92
CCN(C(=O)COC(=O)CCS(=O)(=O)c1ccc(C)cc1)C1CCS(=O)(=O)C1 (stereo not drawn) | 110 | 105 | 96 | -2 | 106 | -0.6 | 101 | 103
O=C(COc1coc(CN2CCCc3ccccc32)cc1=O)Nc1ccc([N+](=O)[O-])cc1 | 96 | 99 | 109 | 24 | 100 | 0.2 | 98 | 97
Nn1c(SCC(=O)N2CCCCC2)nnc1-c1ccncc1 | 98 | 106 | 109 | 5 | 101 | 0.1 | 104 | 105
CC(C)(C)c1ccc(C(=O)NC(=O)COC(=O)c2ccc(Br)o2)cc1 | 99 | 99 | 112 | 0 | 93 | -0.1 | 98 | 101
CCn1nc(C(=O)Nc2ccc(S(=O)(=O)Nc3nccs3)cc2)c2ccccc2c1=O | 110 | 109 | 154 | 1 | 107 | -0.2 | 116 | 102
COCCN(C(=O)COc1ccccc1)c1nnc(-c2cccnc2)s1 | 93 | 100 | 100 | 1 | 107 | 0.1 | 100 | 99
Cc1cc(C)nc(SCc2ccc(C(=O)NNC(=O)Nc3cccc(Cl)c3)cc2)n1 | 111 | 106 | 94 | 0 | 109 | 0.5 | 113 | 103
Cc1nn(CCCC(=O)NCCc2ccccc2)c(=O)c2nccn12 | 133 | 107 | 83 | 1 | 103 | 0.0 | 101 | 100
Cc1ccc2c(c1)c1ncn(CCC3=CCCCC3)c(=O)c1n2C | 105 | 107 | 115 | 22 | 102 | -0.1 | 109 | 106
COc1ccc(C(=O)NCc2ccc(C(=O)NCC(OC)OC)cc2)cc1OC | 102 | 102 | 101 | 0 | 98 | 0.2 | 107 | 102
O=C(c1ccc(CNc2c(N3CCCC3)c(=O)c2=O)cc1)N1CCc2ccccc2C1 | 103 | 104 | 88 | 2 | 95 | 0.0 | 91 | 106
Cc1ccc(C(=O)COC(=O)C2CC(=O)N(c3nc(-c4ccccc4)cs3)C2)cc1C (stereo not drawn) | 104 | 113 | 95 | 3 | 103 | 0.1 | 98 | 104
COc1ccccc1CNC(=O)C1CCCN1S(=O)(=O)c1cccc2cccnc12 (stereo not drawn) | 105 | 102 | 95 | 11 | 98 | -0.1 | 103 | 100
O=[N+]([O-])c1ccccc1-c1ccc(C(=S)N2CCCC2)o1 | 91 | 96 | 97 | 13 | 97 | 0.1 | 94 | 95
N=c1ccn2c(n1)OC1C(O)C(CO)OC12 (stereo not drawn) | 102 | 100 | 101 | 3 | 90 | 0.1 | 102 | 101
CCOC(=O)Nc1ccc(S(=O)(=O)NC2CCCCC2)cc1 | 88 | 96 | 71 | -2 | 100 | -0.4 | 92 | 98
